Compound activity deposited in PubChem by National Center for Advancing Translational Sciences (NCATS).
TDP43 rescue – rescues yeast growth from TDP-43 toxicity | TDP-43 expressing yeast growth rescue, BacTiter-Glo, 24 h | Potency, µM (top dose mostly 46.1 µM), for inactives: at the top dose growth rescue (activation), usual class: activators | hit rate 1.8% among 410,000; note: potency is the fitted concentration of half-maximal effect; % of control where 0% means no effect; nearly all actives have a fitted effect of over 50% in size
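Galactose-induced TDP-43 yeast, OD600=0.02, compound pinned; 24 hr, 30 deg C; BacTiter-Glo luminescence for growth. Inhibitors of TDP-43 toxicity read as activators.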
GLP-1R agonist – GLP-1 receptor (human) agonism. AID 624172. HEK293 GLP-1R CRE-luciferase, luminescence, 4-6 h; cells express a hypersensitive GLP-1R form. hit rate 0.007% among 380,000. Potency, µM (highest dose often 45.6 µM), without a hit: top-dose activation, usual class: activators; note: potency is the fitted concentration of half-maximal effect; % of control where 0% means no effect
Target sequence (P43220 whole entry, looked up): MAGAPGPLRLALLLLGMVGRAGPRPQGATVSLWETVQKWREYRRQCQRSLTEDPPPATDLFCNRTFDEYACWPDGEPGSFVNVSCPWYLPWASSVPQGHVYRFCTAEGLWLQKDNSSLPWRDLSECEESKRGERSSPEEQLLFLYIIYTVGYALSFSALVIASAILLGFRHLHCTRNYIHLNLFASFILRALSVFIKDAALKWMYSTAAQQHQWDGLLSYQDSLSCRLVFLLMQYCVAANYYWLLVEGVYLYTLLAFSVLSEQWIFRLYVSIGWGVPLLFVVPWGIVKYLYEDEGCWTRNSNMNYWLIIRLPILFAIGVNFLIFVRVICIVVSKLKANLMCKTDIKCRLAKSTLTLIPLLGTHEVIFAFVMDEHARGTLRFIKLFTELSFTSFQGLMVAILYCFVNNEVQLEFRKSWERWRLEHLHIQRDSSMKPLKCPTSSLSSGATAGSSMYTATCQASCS
PTHR1 agonist – activates the human parathyroid hormone receptor PTHR1; Q03431; HEK293 GP2 PTHR1 cells, GloSensor cAMP luminescence, 1 h; Potency, µM (series often up to 115 µM), for the others: at the top dose activation, usual class: activators; hit rate 0.075% among 410,000; AID 743266; note: potency is the fitted concentration of half-maximal effect; nearly all actives have a fitted effect of over 55% in size; some results filed as inactive show a strong effect at the top dose; inactives centre near -15; many of its hits are not listed in these tables
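HEK-293-derived GP2 cells expressing PTHR1 and a GloSensor cAMP reporter, 3,000/well, plated overnight, given luciferin plus IBMX (each 0.5 mM as added) for 1 h at 37 °C, then compound for 1 h at 37 °C. Luminescence was read after 15 min at room temperature.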
GLP-1R inv ag – GLP-1 receptor (human) inverse agonism; hit rate 1.6% among 410,000; AID 624417; P43220; HEK293 GLP-1R CRE-luciferase, luminescence, 24 h; GLP-1R form is constitutively active; Potency, µM (highest dose often 38.3 µM), for the others: at the highest dose activity change, negative = inhibition, most hits filed as inhibitors; note: potency is the fitted concentration of half-maximal effect; % is set by controls: 0 for no effect and ±100 for the full control effect; nearly all actives have a fitted effect of over 55% in size
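Constitutively active GLP-1R drives a cAMP-responsive luciferase in stably transfected HEK293 cells; test compounds are added after overnight (12 h) attachment and left 24 hr, and signal loss in luminescence marks inhibition.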
GLP1R cytotox – cytotoxicity counter-screen for GLP-1 receptor inverse agonists; HEK293 cAMP-luciferase reporter cells, luminescence, 24 h; Potency, µM (titrated, usually from 38.3 µM), for inactives: top-dose activity change, negative = inhibition, most hits filed as inhibitors; hit rate 0.13% among 410,000; AID 624418;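 note: loss of luciferase light is scored as toxicity; potency is the fitted concentration of half-maximal effect; % is set by controls: 0 for no effect and ±100 for the full control effect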
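Step one: seed cells (200 cells/uL, DMEM with 10% Nu serum, 1% pen-strep). Step two: 12-hour incubation at 37 deg C. Step three: pin 23 nL compound, incubate 24 hr. Step four: add luciferase reagent, read luminescence 12 min later.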
aSyn yeast inh – rescues yeast growth from alpha-synuclein toxicity. Potency, µM (series often up to 46.1 µM), for the others: at the highest dose growth rescue (activation), usual class: activators. hit rate 0.14% among 370,000. Yeast expressing alpha-synuclein, growth rescue, BacTiter-Glo, 24 h. AID 652106; note: potency is the fitted concentration of half-maximal effect; % of control where 0% means no effect; nearly all actives have a fitted effect of over 65% in size
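Galactose-induced alpha-syn yeast (OD600=0.02, raffinose-pregrown) + pinned cpd, 24 hr, 30 deg C; growth by BacTiter-Glo luminescence. Growth restoration scores as activation.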
DRD3 antagonist – D3 dopamine receptor (human) antagonism; P35462; D3R cells, DiscoveRx beta-arrestin luminescence, antagonist mode; active compounds read low; max response, negative = inhibition, %; hit rate 2.5% among 360,000; in the data active = max response below about -50%; inconclusive = no clear call, values can overlap the other calls; note: % is set by controls: 0 for no effect and ±100 for the full control effect; mostly tested at two doses, the higher about 12 µM
Target sequence (P35462 whole entry, looked up): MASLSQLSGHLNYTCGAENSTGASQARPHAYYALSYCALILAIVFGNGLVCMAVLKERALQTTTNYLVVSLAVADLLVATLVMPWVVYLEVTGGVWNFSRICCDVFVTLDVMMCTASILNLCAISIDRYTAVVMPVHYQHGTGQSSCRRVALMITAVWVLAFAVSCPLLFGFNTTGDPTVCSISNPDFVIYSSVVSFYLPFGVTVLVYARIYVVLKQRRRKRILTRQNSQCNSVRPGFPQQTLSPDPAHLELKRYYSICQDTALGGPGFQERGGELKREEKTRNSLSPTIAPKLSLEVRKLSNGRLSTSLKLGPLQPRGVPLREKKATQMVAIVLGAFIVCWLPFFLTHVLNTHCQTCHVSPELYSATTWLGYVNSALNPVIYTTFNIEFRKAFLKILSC
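Cells plated overnight at 1500 cells/well, then exposed to library compounds with dopamine controls for 90 minutes at 37 degrees C. DiscoveRx reagent added for 30–60 minutes at room temperature; luminescence read, quantitative HTS format.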
D3 ag – D3 dopamine receptor (human) agonism; P35462; D3R DiscoveRx beta-arrestin cells, luminescence, 90 min; max activation, %; hit rate 0.58% among 410,000; in the data active = max activation above about 30%; note: 0% is about no effect; mostly tested at two doses, the higher about 12 µM
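Cells at 1500/well, incubated overnight, then treated with pinned compounds (dopamine as control) for 90 min at 37 degrees C. DiscoveRx reagent added for 30 - 60 minutes at room temperature; luminescence read.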
KB-V1 cytotox – KB-V1 MDR subline cytotoxicity; Potency, µM (top dose mostly 46.1 µM), for the others: at the top dose activity change, negative = cytotoxicity, most hits filed as cytotoxic; AID 1347076; hit rate 3.4% among 400,000; KB-V1 MDR cells viability, CellTiter-Glo, 72 h; note: potency is the fitted concentration of half-maximal effect; % is set by controls: 0 for no effect and ±100 for the full control effect; nearly all actives have a fitted effect of over 60% in size
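Potencies derive from concentration-effect curves fitted to normalized luminescence (CellTiter-Glo) of KB-V1 cells treated for 72 h at 37 degrees C in phenol-red-free DMEM containing 10% FBS.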
* marks the source's active call; other numbers are inactive results; i = inactive; ? = inconclusive; . = no result given; [ ] = dose if it differs, or a comment. Unless noted, calls come from the whole dose curve; as a rule, active = well fitted curve in the direction sought with a large enough effect; inconclusive = small, poorly fitted or top-dose-only effect, or another doubt; inactive = no such curve, though single readings can be large; an effect the other way counts as inactive or inconclusive. This is a subset; rates above refer to the full screens.

nr	smiles	DRD3 antagonist	aSyn yeast inh	PTHR1 agonist	KB-V1 cytotox	GLP1R cytotox	GLP-1R inv ag	TDP43 rescue	GLP-1R agonist	D3 ag
1	Cc1ccc(NC(=O)c2cccs2)cc1NC(=O)c1ccccc1Cl	10.3	-0.3%	?	-9.4%	8.4%	3.5%	10.4%	10.6%	1.0
2	COc1ccc2cc(CN(Cc3ccco3)Cc3nnnn3C3CCCCC3)c(=O)[nH]c2c1	13.8	12.3%	-3.5%[57.5 µM]	?	-23.1%	0.0%	-5.1%	-1.0%	15.0
3	CSc1nnc(-c2ccncc2)n1/N=C/c1cn(-c2ccccc2)nc1-c1ccc(Cl)cc1	20.2	5.2%	-16.2%	-6.9%	-7.2%	7.1%	20.1%	16.6%	11.1
4	Clc1ccc(-c2cn3ccccc3n2)cc1	-11.1	-23.9%	-36.3%[inhibitor]	-0.2%	-2.6%	?	-0.7%	-1.8%	-2.4
5	Oc1[nH]c2ccccc2c1N=Nc1ccccc1	-0.7	-3.5%	-12.3%	3.1%	-1.0%	2.2%	-27.7%	6.0%	5.0
6	Cc1cc2ncn(/N=C/c3ccc(-c4ccccc4)o3)c2cc1C	53.7	1.6%	20.5%[57.5 µM]	-17.4%	6.0%	72.5%[activator]	?	3.3%	3.3
7	COc1ccc(-c2cn(CCN)c(-c3ccncc3)n2)cc1	-8.4	-6.0%	-22.3%	-8.2%	-0.6%	19.6%	-7.3%	-1.5%	-16.7
8	O=C(Nc1ccccc1OC(F)F)c1ccc(F)cc1	14.7	-6.4%	-15.2%	-0.1%	-4.7%	3.1%	5.2%	20.4%	0.7
9	CC[C@H](C)[C@@H]1NC(=O)c2cc([N+](=O)[O-])cc(I)c2NCC[C@@H](C(N)=O)NC(=O)[C@H](CCCN=C(N)N)NC1=O	17.7	0.8%	-22.2%	0.0%	-23.0%	3.2%	6.6%	-5.2%	0.6
10	CC(=O)c1ccc(-c2cnc3c(NC=O)cc(-c4ccc(C(=O)N5CCOCC5)cc4)cn23)cc1	65.7	0.4%	-15.7%	?	-9.4%	?	24.8%	12.6%	9.5
11	COc1ccc(CCN(C)C(=O)COc2ccc(N(C)S(=O)(=O)c3ccc(C)cc3)cc2)cc1OC	8.7	-6.9%	i	-22.0%	3.9%	18.8%	20.4%	12.7%	-9.4
12	Fc1ccc2cnc(-c3ccccc3)c(-c3ccc(C(F)(F)F)cc3)c2c1	-14.3	-15.4%	i	-1.0%	-28.8%	12.6µM*	47.6%	19.1%	-13.7
13	CCn1c(COc2ccccc2)nnc1SCC(=O)NC1CCCCC1	0.0	2.8%	i	-6.1%	-14.0%	-31.7%	-10.2%	-4.4%	-6.0
14	C=CCn1c(SCC(=O)NCC)nc2sc3c(c2c1=O)CCC3	-25.0	1.5%	-16.3%	-1.2%	5.4%	56.4%[activator]	-12.5%	28.3%	-4.3
15	CC(C)c1cc(Cn2c3ccccc3c(=O)n2C(C)Cn2cc(-c3ccccc3)nn2)on1 (stereo not given)	15.3	1.2%	-0.8%	?	-5.8%	2.0%	10.3%	.	4.0
16	CCN(CC)CCCNC(=S)N1CCN(c2nc3ccccc3n2CC)CC1	?	0.7%	i	?	-7.7%	?	7.0%	-1.0%	-17.9
17	COc1cccc(NC(=O)CN2CCC(NC(=O)c3ccccc3C)CC2)c1	-2.6	-0.9%	-24.8%	-3.4%	-0.6%	3.2%	-5.2%	4.4%	-2.6
18	CC1=C(C(=O)OC(C)(C)C)C(c2ccc(Br)cc2)NC(=O)N1CCCC(=O)O (stereo not given)	0.0	0.6%	i	19.0%	-6.0%	24.8%	12.4%	-3.8%	2.0
19	COc1ccccc1N1CCN(C2CCCN(C(=O)CCc3cnn(C)c3)C2)CC1 (stereo not given)	-13.0	-3.6%	i	-13.7%	-5.4%	-5.9%	-14.3%	-1.5%	-11.3
20	CCOC(=O)c1nc(Nc2cc(C)cc(C)c2)c2ccccc2n1	3.5	-2.6%	-11.1%	-24.5%	-13.6%	82.4%[activator]	22.9%	15.8%	4.7
21	CC(C)C(=O)Nc1cc(S(=O)(=O)N2CCOCC2)ccc1N1CCCCC1	8.7	-1.4%	i	-11.1%	-0.6%	3.7%	-7.7%	12.6%	10.7
22	COc1cc(C(=O)OCC(=O)c2ccc(S(=O)(=O)N3CCCCC3)cc2)cc(OC)c1OC	-2.6	-0.6%	-35.5%[inhibitor]	7.7%	-1.0%	-2.2%	5.2%	2.4%	-0.4
23	CCOc1cc2c(cc1/C=C/c1noc(C)c1[N+](=O)[O-])OC(C)C2 (stereo not given)	-3.6	-4.7%	i	?	107.6%[activator]	-8.1%	-3.9%	2.9%	0.1
24	CSc1ccccc1C(=O)N1CCN(c2ccc(F)cc2)CC1	-16.8	16.7%	i	-8.9%	16.5%	1.0%	?	10.9%	1.8
25	COc1ccc(OC)c(CCNC(=O)CC2Oc3ccccc3NC2=O)c1 (stereo not given)	17.8	-1.1%	-0.7%	8.0%	-2.7%	-12.2%	16.9%	0.2%	4.7

Additional records follow:
nr	smiles	DRD3 antagonist	aSyn yeast inh	PTHR1 agonist	KB-V1 cytotox	GLP1R cytotox	GLP-1R inv ag	TDP43 rescue	GLP-1R agonist	D3 ag
26	Cc1cccc(C)c1NC(=O)C(c1ccncc1)n1c(=O)c(-c2ccccc2)nc2ccccc21 (stereo not given)	-24.8	?	-1.2%	-4.7%	10.4%	6.5%	19.2%	.	-12.3
27	COc1ccc(C(=O)N2CCC(c3nc4ccccc4s3)CC2)cc1Cl	.	.	-36.9%[inhibitor]	?	-5.5%	-17.0%	?	.	7.4
28	CC1(C)CC(=O)CC(C)(C)N1OC(=O)c1ccco1	-7.4	2.4%	-6.8%[57.5 µM]	8.9%	-10.9%	12.9%	12.2%	-9.0%	0.6
29	CS(C)(=O)=NS(=O)(=O)c1ccc(Cl)cc1	21.6	3.3%	i	13.2%	-0.6%	3.6%	3.5%	-10.7%	-1.7
30	CC(OC(=O)/C=C/c1ccc2ccccc2n1)C(=O)N(C)c1ccccc1 (stereo not given)	8.4	-11.7%[1.84 µM]	-34.4%	?	-0.5%	4.8%	12.6%	-4.2%	4.3
31	O=C(Cc1ccccc1)Nc1sc2c(c1C(=O)Nc1ccccc1Cl)CCC2	.	.	-32.7%	-3.5%	3.2%	7.4%	?	.	6.6
32	COc1ccc(C2C=C(c3ccccc3)Nc3nc(NS(=O)(=O)c4ccc(Cl)cc4)nn32)cc1 (stereo not given)	.	.	-16.6%	2.4%	.	11.6%	4.1%[9.22 µM]	.	20.0
33	O=C(CSc1ncnc2c1nnn2Cc1ccccc1)NC1CCCC1	-5.3	-11.9%	-6.5%	2.7%	-3.2%	-17.4%	20.3%	-1.6%	-0.7
34	COc1ccc(NS(=O)(=O)c2cc(NC(=O)COc3ccccc3)ccc2N2CCOCC2)cc1	-5.2	-0.2%	-8.2%	-1.6%	-3.0%	-8.5%	-18.0%	14.0%	-0.1
35	Cc1ccc(S(=O)(=O)N(C)C)cc1NC(=O)COC(=O)CCC(=O)c1cccs1	-2.8	-7.2%	i	-7.3%	-11.1%	7.0%	4.2%	7.0%	-1.6
36	O=S(=O)(Nc1cccc(-c2ccc3nncn3n2)c1)c1ccc(Cl)s1	-5.4	-1.6%	-8.8%	-27.5%	-12.0%	39.5%[activator]	-3.0%	24.7%	0.2
37	O=C(CC(=O)N/N=C/c1ccc(O)cc1)N/N=C/c1ccc(O)cc1	10.5	-1.0%	-26.0%	18.1%	2.6%	13.2%	9.8%	-2.5%	-1.8
38	COc1ccc(OC)c2sc(NC(=O)C(C)C)nc12	-2.5	1.1%	i	24.8%	-11.7%	10.5%	0.0%	2.7%	2.4
39	Cc1cc(C)n(/N=C/c2cccc([N+](=O)[O-])c2)c(=O)c1	12.0	2.9%	i	0.0%	-11.2%	3.2%	-10.9%	6.3%	0.9
40	Cc1ccnn1CC(=O)N/N=C/c1cn[nH]c1-c1ccccc1	-18.1	-3.7%	i	-4.9%	-1.9%	-28.4%	-10.5%	-6.6%	-21.4
41	COc1cc(NC(=O)N2CCC3(CC2)Nc2cc(F)ccc2-n2cccc23)cc(OC)c1OC	.	.	-15.2%	-24.9%	-21.1%	?	3.5%	.	0.1
42	Cc1cc2oc(=O)cc(-c3ccccc3)c2c(C)c1-c1ccc(OC(F)(F)F)cc1	18.7	-2.1%	-57.7%[inhibitor]	-9.3%	1.0%	20.8%	1.6%	-0.1%	7.2
43	O=C(NCC1(c2ccccc2)CCOCC1)c1cccs1	-12.5	-2.1%	-18.9%	-2.6%	12.0%	12.7%	-4.5%	5.0%	-1.5
44	CC(C)c1ccccc1OCC(=O)Nc1cc(S(=O)(=O)N2CCOCC2)ccc1N1CCCC1	-5.9	1.7%	i	-15.2%	1.0%	?	-20.7%	22.0%	-1.5
45	CN(Cc1ccccc1)C(=O)c1ccc(NC(=O)Cc2cccc(NC(=O)C3CCN(C(=O)C4CC4)CC3)c2)cc1	-9.5	-9.4%	-3.1%	0.0%	?	24.2%	0.0%	9.6%	-24.5
46	CCCn1c2ccccc2c2cnn(CC(=O)N3CCC(C)CC3)c(=O)c21	.	.	-16.0%	.	0.0%	-24.2%	0.0%	.	-9.0
47	N#Cc1cc([N+](=O)[O-])cnc1Nc1ccccc1	-4.7	11.5%	i	1.1%	6.9%	48.4%[activator]	22.9%	8.91µM*	-14.9
48	COC(=O)C(C)Sc1nc2c(cnn2-c2ccc(C)cc2)c(=O)[nH]1 (stereo not given)	15.7	3.8%	i	12.2%	7.8%	8.9%	7.7%	0.4%	-5.2
49	O=C(CSc1ncccn1)N1CCCC1	9.3	-2.9%	-17.4%	11.6%	-7.2%	7.9%	-12.5%	0.9%	-8.3
50	COc1ccc(C(=O)N/C(=C\c2cn(C)c3ccccc23)C(=O)N2CCN(C)CC2)cc1OC	-10.3	-4.4%	i	0.0%	-5.3%	10.5%	29.5%	-5.7%	-7.9
